PMI activator = activators of human phosphomannose isomerase; activation factor at 20 µM; AID 1214; 0.005% of 190,000 active; purified human PMI, coupled resazurin fluorescence, 20 min; active compounds read high; 1 = vehicle control, 0 substrate-free wells;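 active means activation factor of 2 or more at 20 µM, relative to plate controls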
Target sequence (P34949 whole entry, looked up): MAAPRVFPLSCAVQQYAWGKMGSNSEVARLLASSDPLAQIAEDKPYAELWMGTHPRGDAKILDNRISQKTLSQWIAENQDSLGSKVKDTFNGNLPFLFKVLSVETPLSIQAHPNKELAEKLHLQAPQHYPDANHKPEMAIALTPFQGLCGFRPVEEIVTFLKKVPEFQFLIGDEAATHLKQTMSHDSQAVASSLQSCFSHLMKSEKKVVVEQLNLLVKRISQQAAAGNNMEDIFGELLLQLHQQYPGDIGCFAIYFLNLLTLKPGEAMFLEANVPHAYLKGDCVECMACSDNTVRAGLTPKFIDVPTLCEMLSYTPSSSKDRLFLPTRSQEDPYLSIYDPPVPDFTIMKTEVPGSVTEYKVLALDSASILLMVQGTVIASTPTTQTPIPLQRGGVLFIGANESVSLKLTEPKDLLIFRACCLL
Diaph inh CS = inhibits diaphorase or chemically oxidizes, flagging diaphorase assay artifacts | diaphorase resazurin-to-resorufin fluorescence, NADH, 16 min; bacterial (C. kluyveri) enzyme, not human | inhibition, % at 20 µM | 0.69% of 190,000 active;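 active means primary screen inhibition at 20 µM above a set limit, cut at about 50% in these data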;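 further: plate controls were DMSO with full reaction for no effect and wells lacking NADH for full effect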
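material = Clostridium kluyveri diaphorase enzyme | amount = 0.14 U/mL diaphorase, enzyme working solution | schedule = incubation 16 min, room temperature | detection = fluorescence of resorufin formed from resazurin, Ex 544/Em 590 nm | benchmarks = positive control minus NADH, DMSO neutral control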
RAM inhibit = inhibitors of the yeast RAM network; S. cerevisiae dse1pr::URA3 reporter, 5-FOA growth OD615, 2 d; analog-sensitive cbk1-as2 kinase mutant strain; inhibition, % at 50 µM; 1.8% of 190,000 active;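 active means inhibition above a set limit, 3 SD over mean compound inhibition, cut at about 8.4% in these data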;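 further: 0% = DMSO-only wells with no growth and 100% = 10 µM 1-NA-PP1 full growth; inhibition rescues growth on 5-FOA so higher OD means more RAM inhibition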
Lmaj promast = reduces viability of Leishmania major promastigotes; resazurin fluorescence viability; inhibition, % at 10 µM; 9% of 200,000 active; AID 1063;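 further: promastigotes grown with compound for 44 hours at 28 °C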
TLR4 MyD88 comp = blocks binding of human TLR4 to MyD88; O00206+Q99836; HeLa CL3-4 TLR4/MyD88 BLA complementation, FRET ratio; inhibition, % at 8.4 µM; 0.18% of 200,000 active; AID 861; in the data active means inhibition above about 25%;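 further: 0% = vehicle and 100% = reference inhibitor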
G6PDH counter = counter-screen for G6PDH assay hits: L. mesenteroides G6PDH inhibition | 0.12% of 200,000 active | Purified L. mesenteroides G6PDH, diaphorase/resazurin coupled fluorescence, 45 min | AID 1020 | inhibition, % at 5 µM
Hsp70 act = switches on Hsp70 transcription; HeLa Hsp70 promoter luciferase reporter, luminescence; scaled: vehicle 0, proteasome-inhibitor control 100%; activation, % at 10 µM; 0.04% of 200,000 active;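 active means activation above the mean across all tested compounds plus 3 SD, cutoff set per campaign, cut at about 5.5% in these data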;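 further: 100% = MG132 at 30 µM as the positive control and 0% = DMSO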
Diaphorase act = diaphorase activation or chemical reduction counter-screen. Diaphorase/resazurin coupled assay, resorufin fluorescence, 16 min; active compounds read high; 1 = vehicle wells, 0 = NADH-free wells. activation factor at 20 µM. 0.005% of 190,000 active;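 active means diaphorase activity raised at least twofold by the compound at 20 µM; inactive means activation factor below 2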
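System – purified diaphorase enzyme from Clostridium kluyveri · Input – enzyme 0.07 U/mL final · Also added – final NADH 0.114 mM, resazurin 0.1 mM · Measured by – fluorescence of resorufin, 544 nm excitation, 590 nm emission · Timing – 16 min enzyme reaction, ambient temperature · Measure – resorufin increase flagging diaphorase activators or reducers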
Redox H2O2 prof = compounds producing H2O2 with reducing agent – biochemical, NIH compound library profiling, artefact control for MLSCN library redox annotation, primary screen. DTT-dependent redox cycling H2O2, phenol red/HRP absorbance; 100% = 100 µM peroxide control, 0% = buffer. activation, % at 10 µM. 0.03% of 200,000 active. AID 878;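 active means activation of at least 50% relative to the plate's high and low controls in the primary single-dose screen; inactive means activation below 50%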;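 further: compound incubated with DTT at 0.8 mM final as the reducing agent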
S1P3 antagonist = S1P3 (human) receptor antagonism; CHO S1P3 NFAT-BLA reporter, FRET fluorescence, antagonist mode; Q99500; 0.27% of 170,000 active; AID 485; inhibition, % at 4.98 µM;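 active means inhibition above the plate cutoff, the mean inhibition of test wells on that plate plus 3 SD, cut at about 28% in these data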;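 further: cells challenged with S1P at its EC80 of 0.8 µM; blue over green emission ratio from cleaved BLA substrate after 4 h stimulation; 0% = S1P-stimulated wells and 100% = unstimulated DMSO-only wells; some compounds past the cut are filed as inactive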
Target sequence (Q99500 whole entry, looked up): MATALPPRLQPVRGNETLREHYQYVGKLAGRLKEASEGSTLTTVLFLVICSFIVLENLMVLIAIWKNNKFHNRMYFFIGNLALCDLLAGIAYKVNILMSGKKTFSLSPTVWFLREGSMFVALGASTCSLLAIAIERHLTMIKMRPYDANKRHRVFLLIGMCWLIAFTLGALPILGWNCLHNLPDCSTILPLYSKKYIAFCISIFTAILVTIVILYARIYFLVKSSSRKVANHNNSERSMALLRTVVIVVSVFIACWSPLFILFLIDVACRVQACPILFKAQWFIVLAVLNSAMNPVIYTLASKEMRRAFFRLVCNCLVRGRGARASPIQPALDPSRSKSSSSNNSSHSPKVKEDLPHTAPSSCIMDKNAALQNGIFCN
PMI act hi M6P = PMI (human) activation, high substrate | AID 1216 | coupled PMI enzyme assay, resazurin fluorescence, 20 min; active compounds read high; 1 = untreated enzyme, 0 = substrate-free blank | 0.34% of 190,000 active | P34949 | activation factor at 20 µM;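 active means activation factor of 2 or more at 20 µM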
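Test system: human phosphomannose isomerase with PGI, G6PDH, diaphorase coupling enzymes; Amount: PMI at 15 ng/mL final; Reagent: Mannose-6-phosphate 1.0 mM (near-saturating) plus 0.22 mM NADP+; Timing: 20 min, room temperature; Technique: resorufin fluorescence at Ex 544/Em 590 nm; Dosing: 20 µM single dose.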
An asterisk follows results filed as active; x = no result given. Unless noted, no stated cut-off is given here; in the data, active means inhibition above about 50%; inactive means the rest.

SMILES	PMI activator	Diaph inh CS	RAM inhibit	Lmaj promast	TLR4 MyD88 comp	G6PDH counter	Hsp70 act	Diaphorase act	Redox H2O2 prof	S1P3 antagonist	PMI act hi M6P
COc1ccc(CN2CCCCC2C)cc1OC (stereo not drawn)	1	8.7	1.2	1.0	7.3	0.2	-0.3	0.9	0.2	x	1
CC(C)(C)CC(=O)NC(=S)NCCc1ccccc1	0.9	19.5	0.1	89.8*	8.4	-0.7	-0.2	0.8	1.9	x	0.9
CCOc1ccc(NC(=O)CSc2nnc(CCNC(=O)c3ccc(OC)cc3)n2C)cc1	1	10.7	1.7	-3.5	-22.9	2.2	-0.4	0.9	-0.1	x	1
Cc1c(C=O)c2ccccn2c1C(=O)c1ccncc1	1	-10.5	0.1	2.0	1.6	5.4	-0.1	1.1	0.5	x	1.1
Cc1ccc(N2C(=O)C(CN3CCCCC3)C2c2ccccc2)cc1 (stereo not drawn)	1	0.1	-0.8	14.9	-5.0	11.8	-0.2	1	-0.1	-12.5	1.1
O=C(NCc1ccc(F)cc1)c1cc(S(=O)(=O)N2CCOCC2)ccc1F	1.1	16.4	3.7	-5.7	2.9	-3.7	0.2	0.8	3.1	2.0	0.9
O=C(Nc1ccc(S(=O)(=O)N2CCCC2)cc1)c1ccc2c(=O)n3c(nc2c1)CCCCC3	0.9	23.9	3.4	1.1	6.3	2.2	-0.4	0.8	-0.2	1.3	0.8
NCCCC[C@H]1CNC(=S)N1CCc1cccc(F)c1	1	8.5	-0.3	-2.8	-6.8	8.5	-0.1	0.9	0.1	-7.9	1.1
CCOc1cc(CNCc2ccc(C(=O)O)cc2)ccc1OC	1.1	-9.0	1.5	42.5	-11.0	1.5	-0.1	1.1	0.1	-0.5	1.1
CCOc1ccccc1-c1nc(-c2ccc(NC(=O)Cc3ccc(OC)cc3)cc2)no1	1.2	7.6	3.6	-1.8	1.2	5.9	-0.4	0.9	0.7	25.9	1.1
COCCNC(=O)Nc1ccc(F)cc1	1.1	10.1	0.0	-1.2	-12.6	8.5	0.0	0.9	-0.5	-9.5	1.1
O=C(Nc1cccn2ncnc12)C(Cl)Cl	1	11.1	0.9	1.6	5.4	8.6	-0.1	0.9	-4.0	x	1
CCCc1cc(-c2n[nH]c(C)c2-c2ccc(C(=O)OCC)o2)c(O)cc1O	0.8	25.2	9.6*	36.0	12.3	1.4	-0.1	0.7	0.7	x	0.8
COc1cc(C(=O)Nc2nnc(C(C)(C)C)s2)c([N+](=O)[O-])cc1OC	0.9	16.9	1.1	-4.4	7.1	1.2	-0.4	0.8	-0.5	0.7	0.8
CN(C)Cc1c(C#N)c2ccccc2n1C	1	7.1	4.0	-3.2	3.6	-1.9	-0.2	0.9	-0.1	-29.1	1.1
Cn1c(=O)c2c(nc(CN3CCN(C(=O)c4ccco4)CC3)n2Cc2cccc(Cl)c2)n(C)c1=O	1	18.1	-0.4	8.3	5.8	9.1	-0.2	0.8	-0.7	-15.6	0.9
Cc1ccc2[nH]c(=O)c(CN(CCN3CCOCC3)C(=O)Nc3ccccc3F)cc2c1	1	3.1	1.4	-2.7	2.1	-4.1	-0.2	1	1.7	-14.7	1
CS(=O)(=O)N1CCC(C(=O)NCCC2=CCCCC2)CC1	0.9	-0.7	0.4	-5.9	-9.8	0.1	-0.3	1	-0.1	-3.6	1
C=CCNc1nc(Nc2ccc([N+](=O)[O-])cc2)nc(OC)n1	0.9	16.3	3.5	42.4	-1.0	6.4	-0.4	0.8	-0.6	-1.9	0.9
CC1(C)COC(c2cccc(C3=NC(C)(C)CO3)n2)=N1	1	9.1	0.0	4.8	3.2	4.6	-0.2	0.9	-0.3	-6.7	1
COC(=O)c1cccc(S(=O)(=O)N2CCC(NC(=O)Nc3cccc(F)c3)CC2)c1	1	3.1	1.6	-7.5	0.3	1.1	-0.3	1	2.1	18.8	1.1
CCC1(C)Cc2[nH]c(=O)c(C#N)cc2CO1 (stereo not drawn)	1	7.5	2.0	-7.8	-6.5	7.2	0.1	0.9	-1.9	-0.1	1
Cc1ccc(CN2CCNC(=O)C2CC(=O)N(Cc2c(C)nn(C)c2C)C2CC2)o1 (stereo not drawn)	1	13.3	-0.4	5.2	-12.8	0.2	0.1	0.9	-1.6	0.8	0.9
NS(=O)(=O)c1ccc(CCNC(=O)COC(=O)/C=C/c2ccccc2Cl)cc1	1	-0.7	5.2	-4.1	-34.8	5.9	-0.2	1	-0.4	-6.7	1
CCOc1ccc(-c2noc(CCC(N)=O)n2)cc1OCC	1.1	-10.6	2.6	-7.8	-8.0	-1.0	-0.3	1.1	-1.0	-15.4	1.1

Not a retest: an excerpt of the list.
SMILES	PMI activator	Diaph inh CS	RAM inhibit	Lmaj promast	TLR4 MyD88 comp	G6PDH counter	Hsp70 act	Diaphorase act	Redox H2O2 prof	S1P3 antagonist	PMI act hi M6P
CC(C)(C)CC(=O)NC(=S)NCCc1ccccc1	0.9	19.5	0.1	89.8*	8.4	-0.7	-0.2	0.8	1.9	x	0.9
CCOc1ccc(NC(=O)CSc2nnc(CCNC(=O)c3ccc(OC)cc3)n2C)cc1	1	10.7	1.7	-3.5	-22.9	2.2	-0.4	0.9	-0.1	x	1

More structures follow:
SMILES	PMI activator	Diaph inh CS	RAM inhibit	Lmaj promast	TLR4 MyD88 comp	G6PDH counter	Hsp70 act	Diaphorase act	Redox H2O2 prof	S1P3 antagonist	PMI act hi M6P
CCCC(=O)Nc1cc(-c2nnc(OC)c3ccccc23)ccc1N1CCOCC1	x	x	x	-0.3	1.8	x	0.0	x	0.5	12.3	x
CCN(CC)S(=O)(=O)c1cccc(C(=O)OCC(=O)Nc2ccc3c(c2)c2ccccc2n3CC)c1	0.9	28.6	1.3	1.8	-4.1	0.9	-0.4	0.7	0.1	-16.7	0.6
Cc1ccc(S(=O)(=O)NCC(=O)NC2CCCC2)cc1	1.2	-10.4	1.7	-4.3	7.7	3.2	-0.4	1.1	-0.4	-24.2	1.1
CCOC(=O)Cc1csc(NC(=O)Cc2cccs2)n1	1	17.3	0.0	-7.3	26.2*	-2.6	-0.2	0.8	0.3	-6.6	1
Cc1noc(NS(=O)(=O)c2ccc(N/C=C\C(=O)c3ccc4c(c3)OCO4)cc2)c1C	1	9.4	8.1	-5.9	18.8	-0.9	-0.1	0.9	3.6	x	1
CCCSc1ncnc2sc(C)c(C)c12	x	x	2.0	3.4	-8.8	3.6	-0.1	x	0.3	-3.2	x
O=C(N/N=C\c1ccc(-c2ccc(Cl)c(Cl)c2)o1)C(=O)N1CCCC1	0.9	-1.2	8.5*	-1.1	-8.4	8.6	-0.1	1	3.1	x	1
Cc1c(NC2=C(Cl)C(=O)N(c3ccccc3Cl)C2=O)c(=O)n(-c2ccccc2)n1C	1.5	32.0	3.6	-5.9	2.1	1.2	-0.5	0.7	1.1	-26.5	1.7
O=[N+]([O-])c1cccc(S(=O)(=O)N2CCCC2)c1	0.9	14.4	0.0	1.8	9.8	-3.7	-0.4	0.9	-0.2	-10.8	1
Cc1cc(/C=C2/C(=N)N3C(c4ccccc4)=CSC3=NC2=O)c(C)n1-c1ccccc1	1.1	-12.4	4.9	7.7	-0.7	-19.1	-0.4	1.1	0.4	-19.6	1.1
Cc1ccc(NC(=O)C2CCCN2C(=O)NC2CCCCC2)cc1 (stereo not drawn)	0.9	1.0	2.4	-3.6	17.3	23.7	0.0	1	-0.1	-8.9	0.9
C#CCNC(=O)C1=C[C@@H](c2csc3ccccc23)[C@H](CCCO)[C@@H](OCC)O1	0.9	26.7	-0.4	6.0	10.0	6.5	0.1	0.7	-1.9	-15.6	0.9
Cc1nc(C)n(CC(O)COc2ccc3c(c2)CCC3)n1 (stereo not drawn)	0.9	4.8	0.5	-3.8	0.8	-1.1	-0.2	1	2.3	-7.2	1
Cc1cc(NC(NC(=O)c2ccco2)(C(F)(F)F)C(F)(F)F)no1	0.9	13.0	0.6	-3.6	-9.3	11.6	-0.2	0.9	0.6	-27.3	0.9
COc1cc(-c2nnc(SCc3ccccc3Cl)o2)cc(OC)c1OC	0.8	19.9	10.6*	1.2	-5.5	-23.6	-0.2	0.8	0.6	0.3	0.8
COc1ccc(OC)c2[nH]c(=O)c(CCNC(=O)CC(C)C)cc12	0.8	17.4	2.2	0.5	-2.3	-12.4	-0.2	0.8	4.1	6.2	0.8
CC(C)(Oc1ccc(CCNC(=O)c2ccc(Cl)cc2)cc1)C(=O)O	1	9.2	0.0	-1.3	10.4	11.8	-0.4	0.9	9.3	-3.8	1.1
O=[N+]([O-])c1ccc(O)c(NC(=S)Nc2ccccc2)c1	0.8	11.3	1.2	-0.3	-13.2	13.6	-0.1	0.9	-0.2	x	0.9
Cc1nc2ccc(NC(=O)N3CCOCC3)cc2s1	0.9	7.5	-1.1	-5.5	0.7	0.6	-0.1	0.9	-0.4	-15.7	1
CCOC(=O)CSCc1nc(-c2ccc(Cl)cc2)oc1C	1	11.2	1.3	-8.2	-6.0	11.1	0.0	0.9	0.4	-7.8	0.9
COC(=O)C(C)N(C#N)c1nc(C)nc(C)n1 (stereo not drawn)	1	6.1	0.7	-4.7	-9.4	16.9	0.5	0.9	-1.9	4.1	1.2
O=c1[nH]nc2n1CCCCC2	0.9	15.3	2.1	-4.8	-5.7	3.0	-0.1	0.8	-0.1	x	1
N=C(N)SCc1nc2ccccn2c1Br	0.9	12.6	-0.5	-0.1	-0.9	-8.0	-0.2	0.9	0.8	-6.1	0.9
CCOCCCNC(=O)c1cn(CC(C)C)c(=O)c2cc(OC)c(OC)cc12	0.8	22.9	1.6	-5.3	-3.2	-9.8	-0.2	0.8	0.2	-1.4	0.8
CC1=NN(C(=O)COc2ccccc2)C(O)(c2cccnc2)C1 (stereo not drawn)	1.1	-0.4	0.2	-9.0	10.4	13.0	-0.3	1	0.0	-7.3	1.1
COc1ccc(N2C(=S)NC3N2C(=S)NC3(C)c2ccccc2)cc1 (stereo not drawn)	1.5	19.6	2.2	-4.3	-13.8	2.4	-0.2	0.8	-1.6	-1.8	1.9
Cc1c(/C=N/NC(=O)C2(O)c3ccccc3-c3ccccc32)cnn1C	1.1	-6.2	0.3	-3.5	-5.6	4.0	0.0	1.1	0.0	-3.1	1.1
O=C(O)c1cn(Cc2ccccc2)nc1-c1cccnc1	1.1	-1.1	0.5	1.6	-0.7	9.2	-0.1	1	0.0	12.1	1.2
Cn1nc(-c2ccccc2)c(C(=O)NCC(=O)O)c1Cl	1.1	-12.2	1.9	-2.0	1.9	-0.5	0.0	1.1	-0.4	-6.8	1.2

Bioassay records deposited in PubChem by several laboratories.
